Screening results (PubChem BioAssay)
C diff growth = C. difficile growth inhibition | Clostridium difficile clinical isolate growth, OD600, 24 h; stronger effect = lower value | growth activity, negative = inhibition, % at 16 µg/mL (by protocol) | hit rate 0.25% among 86,000;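 active = mean growth activity at or below -80% and every replicate also at or below -80%; inconclusive = mean at or below -80% but some replicate above -80%; inactive = mean growth activity above -80%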;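 also: 0% = DMSO wells and -100% = levofloxacin 16 µg/mL wells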
Pf Dd2 growth = blocks growth of Plasmodium falciparum Dd2 parasites; P. falciparum Dd2 growth, SYBR Green, 72 h; stronger effect = lower value; activity change, % at 10 µM; hit rate 2.3% among 94,000; in the data active = activity change below about -80%; inconclusive = no clear call, values can overlap the other calls
KDM4C inh = blocks human GASC-1 (KDM4C) demethylase activity; hit rate 0.15% among 96,000; inhibition, % at 12.5 µM; GST-KDM4C 2-372, H3K9me3 peptide, LANCE TR-FRET;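 active = mean replicate inhibition above about 25%, with at least 55% of replicates also reaching it, limit read from the data, passing the limit was not always enough; inconclusive = only one of those two conditions met; inactive = neither condition met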
Target sequence (Q9H3R0 2-372 limits assumed): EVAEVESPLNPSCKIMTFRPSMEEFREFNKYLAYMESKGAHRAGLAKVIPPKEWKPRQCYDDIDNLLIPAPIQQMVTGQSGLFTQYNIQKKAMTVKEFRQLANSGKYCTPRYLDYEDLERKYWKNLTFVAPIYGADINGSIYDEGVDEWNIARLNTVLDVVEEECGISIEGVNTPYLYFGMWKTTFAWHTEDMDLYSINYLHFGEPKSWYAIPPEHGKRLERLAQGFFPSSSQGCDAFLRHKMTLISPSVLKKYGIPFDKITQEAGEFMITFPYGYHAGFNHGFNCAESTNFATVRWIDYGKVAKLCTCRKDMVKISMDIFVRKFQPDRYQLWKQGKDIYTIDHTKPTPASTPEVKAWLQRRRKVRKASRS
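Compound: one test concentration per compound; Material: GST-GASC-1 enzyme fragment 2-372; Amount: GASC-1 enzyme at 10 nM final in reaction; Also added: H3K9me3 peptide substrate, Fe(II), 2-oxoglutarate; Technique: LANCE TR-FRET; Times: 30 min demethylation and 1 h detection at room temperature.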
Tcruzi prolif = blocks T. cruzi growth in NIH3T3 culture. T. cruzi beta-gal in NIH3T3, GalScreen luminescence, 90 h. inhibition, % at 8.34 µM. hit rate 5.9% among 77,000;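 active = mean inhibition above about 93%, with at least 55% of replicates each passing it, limit read from the data, passing the limit was not always enough; inconclusive = only one of those two conditions holds; inactive = neither condition holds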
Starred values were filed as active, the others as inactive; ? = inconclusive; . = no result given; & = joins results of further samples.

The first two compounds (preview)
Molecule	C diff growth	Pf Dd2 growth	KDM4C inh	Tcruzi prolif
C[C@@H]1CN([C@H](C)CO)C(=O)Cc2cc(NC(=O)Nc3ccc(F)cc3)ccc2O[C@H]1CN(C)C(=O)Nc1ccc2c(c1)OCO2	-8.5	-5.5	0.7	6.4
CCNC(=O)C[C@H]1CC[C@@H]2[C@H](COc3ccc(NS(=O)(=O)c4ccccc4C)cc3C(=O)N2C)O1	4.7	12.0	-2.2	22.6

Results, from the start:
Molecule	C diff growth	Pf Dd2 growth	KDM4C inh	Tcruzi prolif
C[C@@H]1CN([C@H](C)CO)C(=O)Cc2cc(NC(=O)Nc3ccc(F)cc3)ccc2O[C@H]1CN(C)C(=O)Nc1ccc2c(c1)OCO2	-8.5	-5.5	0.7	6.4
CCNC(=O)C[C@H]1CC[C@@H]2[C@H](COc3ccc(NS(=O)(=O)c4ccccc4C)cc3C(=O)N2C)O1	4.7	12.0	-2.2	22.6
C[C@@H]1CN([C@@H](C)CO)C(=O)c2cc(NS(=O)(=O)c3ccc(F)cc3)ccc2O[C@H]1CN(C)S(=O)(=O)c1cn(C)cn1	-8.9	7.5	-0.7	-4.1
CC(C)NC(=O)N(C)C[C@@H]1Oc2ccc(NS(=O)(=O)c3ccc(F)cc3)cc2CC(=O)N([C@@H](C)CO)C[C@H]1C	-4.1	19.6	-0.5	100.8
C[C@H](CO)N1C[C@H](C)[C@@H](CN(C)S(=O)(=O)c2ccc(F)cc2)OCCCC[C@H](C)Oc2ccc(N(C)C)cc2C1=O	-8.8	-38.5	0.6	49.8
C[C@@H]1CCCCO[C@@H](CN(C)Cc2ccc(C(F)(F)F)cc2)[C@H](C)CN([C@H](C)CO)C(=O)c2cc(NC(=O)Cc3ccccc3)ccc2O1	22.4	-75.3	-0.9	64.9
O=C(CC(F)(F)F)N1C[C@@H]2[C@H](c3ccccc31)[C@H](CO)N2C(=O)Cc1ccccc1	-6.4	5.3	0.6	-5.5
COc1ccc(NC(=O)Nc2ccc3c(c2)C(=O)N([C@H](C)CO)C[C@@H](C)[C@H](CN(C)S(=O)(=O)c2cn(C)cn2)OCCCC[C@@H](C)O3)cc1	0.2	-44.9	-1.1	-50.1
CN1C(=O)c2cc(NC(=O)c3ccc(Cl)cc3)ccc2OC[C@H]2O[C@H](CC(=O)NCc3cccc(F)c3)CC[C@@H]21	12.0	-17.0	2.2	42.8
CC(C)CC#Cc1ccc2c(c1)O[C@H](CN(C)C(=O)C1CC1)[C@H](C)CN([C@H](C)CO)S2(=O)=O	.	-37.6	1.3	80.8

The results go on:
Molecule	C diff growth	Pf Dd2 growth	KDM4C inh	Tcruzi prolif
O=C(C[C@H]1CC[C@@H]2[C@H](COC[C@H](O)CN2Cc2ccc(Cl)cc2)O1)NCc1ccccc1Cl	-2.2	2.1	-0.2	45.2
CC(C)NC(=O)Nc1ccc2c(c1)C(=O)N([C@H](C)CO)C[C@H](C)[C@H](CN(C)Cc1ccc(Oc3ccccc3)cc1)O2	-7.4	1.4	-1.6	.
CCCNC(=O)C[C@H]1CC[C@@H]2[C@@H](COc3ccc(NS(=O)(=O)CC)cc3C(=O)N2C)O1	6.7	-3.0	2.4	20.5
O=C(Nc1ccc(F)cc1)N1CCCCN2[C@@H](CO)[C@@H](c3ccc(C#Cc4ccccn4)cc3)[C@@H]2C1	32.0	-50.6	-0.9	110.2*
Cc1noc(C)c1S(=O)(=O)Nc1ccc2c(c1)C(=O)N([C@H](C)CO)C[C@@H](C)[C@H](CN(C)S(C)(=O)=O)O2	-1.3	23.5	0.3	-16.7
C[C@H](CO)N1C[C@H](C)[C@H](CN(C)C(=O)Nc2ccccc2)OCCCC[C@H](C)Oc2ccc(NC(=O)C3CCCCC3)cc2C1=O	1.6	1.2	-3.5	30.7
CC(=O)N(Cc1cccc(F)c1)C[C@@H]1[C@@H](c2ccccc2)[C@@H](CO)N1C(C)=O	3.9	20.1	2.9	.
C[C@@H]1CCCCO[C@H](CN(C)C(=O)Nc2ccc3c(c2)OCO3)[C@H](C)CN([C@@H](C)CO)C(=O)c2cc(NC(=O)C3CCCCC3)ccc2O1	-4.9	-75.9	-0.8	25.9
C[C@@H]1CN([C@@H](C)CO)C(=O)Cc2cc(NC(=O)CCC(F)(F)F)ccc2O[C@H]1CN(C)CC1CC1	-7.0	4.2	-1.3	25.8
CCNC(=O)C[C@H]1C=C[C@H](NC(=O)C2CCOCC2)[C@@H](CO)O1	6.3	17.9	-0.6	3.7

(more compounds)
Molecule	C diff growth	Pf Dd2 growth	KDM4C inh	Tcruzi prolif
CC(C)NC(=O)Nc1cccc2c1O[C@@H](CN(C)C(=O)Nc1ccc(C(F)(F)F)cc1)[C@H](C)CN([C@H](C)CO)C2=O	11.9	5.6	0.0	18.5
COc1ccccc1S(=O)(=O)Nc1ccc2c(c1)C(=O)N(C)C[C@@H](OC)[C@H](C)CN[C@@H](C)CO2	.	30.5	1.1	-5.7
COCC(=O)Nc1ccc2c(c1)C(=O)N(C)C[C@@H](OC)[C@@H](C)CN(C(C)=O)[C@H](C)CO2	-5.2	-18.9	0.6	35.9
O=C(C1CCOCC1)N1CC(=O)N2[C@H](CO)[C@H](c3ccc(-c4ccccc4F)cc3)[C@@H]2C1	-5.0	27.1	-1.0	.
C/C=C/c1cnc2c(c1)C(=O)N([C@@H](C)CO)C[C@H](C)[C@@H](CN(C)C(=O)C1CCC1)O2	.	41.7	0.3	1.0
C[C@H]1CN([C@@H](C)CO)S(=O)(=O)c2ccc(C#Cc3ccccc3)cc2O[C@@H]1CN(C)S(=O)(=O)c1cn(C)cn1	-9.0	-86.9*	-3.6	?
COc1ccc2c3c(n(C)c2c1)[C@H](CO)N(Cc1ccncc1)CC31CN(C(=O)Nc2cccc(F)c2)C1	9.6	-38.0	-0.3	.
COc1ccc(S(=O)(=O)N(C)C[C@@H]2Oc3ccc(NC(=O)CCC(F)(F)F)cc3CC(=O)N([C@H](C)CO)C[C@H]2C)cc1	4.7	-1.0	1.5	.
C[C@H]1CN([C@@H](C)CO)C(=O)c2ccccc2-c2ccccc2CO[C@H]1CN(C)C(=O)Nc1ccnc(N2CCOCC2)c1	-4.7	5.9	0.9	105.5*
C[C@@H]1CN([C@@H](C)CO)C(=O)c2cccc(NC(=O)CCCCCC(=O)Nc3ccccc3N)c2O[C@H]1CN(C)C	0.8	-62.0	1.2	.

(more compounds)
Molecule	C diff growth	Pf Dd2 growth	KDM4C inh	Tcruzi prolif
C[C@@H]1CCCCO[C@@H](CN(C)C(=O)c2ccccc2)[C@H](C)CN([C@@H](C)CO)C(=O)c2cc(NC(=O)CCCN(C)C)ccc2O1	-2.5	21.8	4.1	45.0
COc1ccc(-c2ccc3c(c2)O[C@@H](CN(C)Cc2ccccc2C(=O)O)[C@H](C)CN([C@H](C)CO)S3(=O)=O)cc1	-4.5	-46.3	0.6	-3.3
C[C@@H]1CN([C@H](C)CO)C(=O)c2cc(-c3cccc(F)c3)cnc2O[C@H]1CN(C)C(=O)c1cnccn1	-4.0	23.4	-2.0	-102.7
O=C(c1ccccn1)N1CC[C@H]2[C@H](CO)Nc3ccc(C#Cc4ccccc4)cc3[C@H]21	27.9	-45.2	0.5	.
CCCNC(=O)Nc1ccc2c(c1)C(=O)N(C)C[C@@H](OC)[C@H](C)CN(CCC(F)(F)F)[C@H](C)CO2	.	.	-0.4	28.8
C[C@H](CO)N1C[C@H](C)[C@@H](CN(C)S(=O)(=O)c2ccccc2)Oc2c(NC(=O)NC3CCCCC3)cccc2C1=O	-0.9	1.7	-2.0	29.2
CNC(=O)C[C@H]1CC[C@H]2[C@@H](COC[C@@H](O)CN2Cc2ccc(Cl)c(Cl)c2)O1	2.8&-2.9	14.9	-0.6	44.2
C[C@H]1CN([C@@H](C)CO)C(=O)Cc2cc(NC(=O)Nc3ccccc3)ccc2O[C@H]1CN(C)Cc1ccc(-c2ccccc2)cc1	52.9	34.4	-0.1	14.1
C[C@@H]1CCCCO[C@H](CN(C)C(=O)Cc2ccccc2)[C@@H](C)CN([C@@H](C)CO)C(=O)c2cc(NS(=O)(=O)c3ccccc3)ccc2O1	.	-59.7	-0.6	.
COCC(=O)N1[C@H](CO)[C@H](c2ccccc2-c2cccc(F)c2)[C@@H]1C#N	100.3	-37.0	-0.9	.

(more compounds)
Molecule	C diff growth	Pf Dd2 growth	KDM4C inh	Tcruzi prolif
CCC(=O)Nc1ccc2c(c1)C(=O)N(C)[C@@H]1CC[C@H](CC(=O)NCCc3ccncc3)O[C@H]1CO2	-8.4	9.9	-4.5	11.3
CS(=O)(=O)N1CC2(C1)[C@H](c1ccccc1)[C@H](CO)N2CC1CC1	9.0	14.9	-0.8	.
C[C@H](O)C#Cc1ccc2c(c1)O[C@@H](CN(C)C(=O)C1CCC1)[C@@H](C)CN([C@@H](C)CO)S2(=O)=O	-1.3	-32.6	4.1	9.6
O=C(N[C@@H]1CC[C@@H](CCn2cc(-c3ccccn3)nn2)O[C@@H]1CO)c1ccncc1	-0.6	-18.0	-0.3	-16.1
C[C@@H]1CN([C@H](C)CO)C(=O)c2cccc(NC(=O)c3nc4ccccc4s3)c2O[C@@H]1CN(C)Cc1ccc(C(=O)Nc2ccccc2N)cc1	.	-88.5*	-1.3	90.4
O=C(NC1CCC1)[C@@H]1[C@@H](CO)[C@@H]2Cn3c(ccc(C4=CCCC4)c3=O)[C@@H]2N1C(=O)C1CCC1	4.7	23.1	0.7	.
CC(C)NC(=O)Nc1ccc2c(c1)C(=O)N([C@H](C)CO)C[C@H](C)[C@@H](CN(C)Cc1ccc(-c3ccccc3)cc1)O2	-9.7	-12.1	1.1	-61.9
CO[C@@H]1CN(C)C(=O)c2cc(NC(=O)C3CC3)ccc2OC[C@H](C)N(C(=O)C2CCCCC2)C[C@@H]1C	.	-33.7	2.2	20.4
CCCNC(=O)C[C@@H]1CC[C@@H]2[C@@H](COc3ccc(NC(=O)c4cc(C)on4)cc3C(=O)N2C)O1	2.7	-3.9	-1.9	30.6
COc1ccc(NC(=O)Nc2ccc3c(c2)CC(=O)N([C@H](C)CO)C[C@H](C)[C@@H](CN(C)C(=O)NC(C)C)O3)cc1	-3.1	5.4	1.0	-0.8

Remaining list, next part.
Molecule	C diff growth	Pf Dd2 growth	KDM4C inh	Tcruzi prolif
O=C(N[C@H]1CC[C@@H](CCNS(=O)(=O)c2ccc(F)cc2)O[C@H]1CO)C1CCC1	-7.9	18.9	5.6	14.4
C[C@H](CO)N1C[C@H](C)[C@H](CN(C)C(=O)CCCN(C)C)OCCCC[C@H](C)Oc2ccc(NC(=O)Nc3cccc4ccccc34)cc2C1=O	14.1	-29.9	2.0	54.8
COc1ccc(S(=O)(=O)N(C)C[C@@H]2Oc3ccc(NS(=O)(=O)c4cccs4)cc3CC(=O)N([C@H](C)CO)C[C@@H]2C)cc1	4.9	-8.2	-0.5	4.1
COc1ccc2c3c([nH]c2c1)[C@@H](CO)N(C(=O)C1CCOCC1)CC31CCN(Cc2nccs2)CC1	-5.9	-1.5	0.4	.
CCCC(=O)Nc1ccc2c(c1)OC[C@H](C)N(CCc1ccccc1)C[C@@H](C)[C@H](OC)CN(C)C2=O	.	.	0.1	70.2
C[C@@H]1CN([C@@H](C)CO)S(=O)(=O)c2ccc(Br)cc2O[C@@H]1CN(C)C(=O)c1ccccn1	2.0	24.2	0.5	28.9
Cc1ccc(-c2ccc3c(c2)O[C@@H](CN(C)C(=O)NC(C)C)[C@H](C)CN([C@H](C)CO)S3(=O)=O)cc1	-5.7	-28.4	-2.2	35.0
C[C@@H]1CN([C@@H](C)CO)C(=O)c2cccc(NC(=O)Nc3cccc4ccccc34)c2O[C@H]1CN(C)S(=O)(=O)c1ccc(Cl)cc1	-3.8	-26.9	-3.6	74.7
C[C@@H]1CN([C@H](C)CO)C(=O)c2cc(-c3cccnc3)cnc2O[C@@H]1CN(C)Cc1ccccc1	.	32.9	0.6	-6.7
C[C@H](CO)N1C[C@H](C)[C@@H](CN(C)C(=O)Nc2ccccc2)OCCCC[C@H](C)Oc2ccc(NS(=O)(=O)c3cccs3)cc2C1=O	-2.7	.	5.8	21.3
C[C@@H]1CN([C@@H](C)CO)S(=O)(=O)c2ccc(C#CC3CC3)cc2O[C@H]1CN(C)C(=O)c1cnccn1	-2.1	-8.6	0.3	38.2
C[C@H](CO)N1C[C@H](C)[C@@H](CN(C)Cc2ccc3c(c2)OCCN3C)OCc2ccccc2-c2c(n(C)c3ccccc23)C1=O	-1.5	-29.9	-0.7	.
COc1ccc2c3c([nH]c2c1)[C@@H](CO)N(C(=O)c1ccc(F)cc1)CC31CN(S(=O)(=O)c2cccs2)C1	16.0	-4.7	-1.9	.
